Screens deposited in PubChem BioAssay by National Center for Advancing Translational Sciences (NCATS).
USP2a block: blocks human ubiquitin-specific protease USP2a. actives 0.01% (n = 330,000). Potency, µM (top dose mostly 38.3 µM), inactives show top-dose activity change, negative = inhibition, actives largely listed as inhibitors. AID 463254. USP2 core, Ub-CHOP2 coupled fluorogenic reporter, 485/531;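 note: potency is the fitted concentration of half-maximal effect; plate controls were DMSO wells for no effect and full inhibition by NEM control for full effect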
Target sequence (O75604 whole entry, looked up): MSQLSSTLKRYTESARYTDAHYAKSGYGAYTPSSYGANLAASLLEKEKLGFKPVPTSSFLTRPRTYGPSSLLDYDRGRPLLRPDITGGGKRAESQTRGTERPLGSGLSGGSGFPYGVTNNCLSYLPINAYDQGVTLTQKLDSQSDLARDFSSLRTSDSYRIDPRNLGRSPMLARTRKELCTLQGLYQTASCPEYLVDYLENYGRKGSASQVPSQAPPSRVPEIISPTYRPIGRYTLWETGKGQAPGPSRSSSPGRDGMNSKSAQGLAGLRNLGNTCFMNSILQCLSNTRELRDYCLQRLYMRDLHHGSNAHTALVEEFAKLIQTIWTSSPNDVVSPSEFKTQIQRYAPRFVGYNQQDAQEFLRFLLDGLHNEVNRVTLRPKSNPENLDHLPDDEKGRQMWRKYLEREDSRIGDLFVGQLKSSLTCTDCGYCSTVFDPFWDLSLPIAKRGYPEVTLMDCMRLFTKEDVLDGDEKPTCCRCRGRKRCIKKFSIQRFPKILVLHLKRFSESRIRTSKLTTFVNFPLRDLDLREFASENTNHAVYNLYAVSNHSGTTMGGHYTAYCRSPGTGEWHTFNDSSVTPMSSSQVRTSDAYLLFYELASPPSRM
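Cell-free coupled assay: 10nM USP2 core preincubated 30min RT with compound in Tris-HCl pH 8.0/CaCl2/CHAPS buffer, then 25nM Ub-CHOP2 and 25nM reporter substrate; fluorescence (Ex 485/Em 531) read after 60min RT, normalized to NEM inhibition, concentration-response curves fitted.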
B2AR arrestin: agonists driving beta-arrestin recruitment to human beta2-adrenergic receptor. beta-arrestin recruitment to beta2AR, cell-based reporter. actives 0.02% (n = 330,000). AID 492947. Potency, µM (series often up to 46.1 µM), for the others: top-dose activation, hits mostly activators. P07550;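 note: potency is the fitted concentration of half-maximal effect; 0% = DMSO controls and full agonism = EC100 isoproterenol or metaproterenol; nearly all actives have a fitted effect of over 65% in size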
Tb PFK block: T. brucei PFK enzyme inhibition; O15648; T. brucei PFK, ADP-Glo luminescence; Potency, µM (top dose mostly 57.5 µM), without a hit: at the highest dose activity, negative = inhibition, usual class: inhibitors; actives 0.17% (n = 330,000);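 note: potency is the fitted concentration of half-maximal effect; 0% = uninhibited 1x PFK enzyme wells and -100% = no-enzyme wells; nearly all actives have a fitted effect of over 60% in size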
Target sequence (O15648 whole entry, looked up): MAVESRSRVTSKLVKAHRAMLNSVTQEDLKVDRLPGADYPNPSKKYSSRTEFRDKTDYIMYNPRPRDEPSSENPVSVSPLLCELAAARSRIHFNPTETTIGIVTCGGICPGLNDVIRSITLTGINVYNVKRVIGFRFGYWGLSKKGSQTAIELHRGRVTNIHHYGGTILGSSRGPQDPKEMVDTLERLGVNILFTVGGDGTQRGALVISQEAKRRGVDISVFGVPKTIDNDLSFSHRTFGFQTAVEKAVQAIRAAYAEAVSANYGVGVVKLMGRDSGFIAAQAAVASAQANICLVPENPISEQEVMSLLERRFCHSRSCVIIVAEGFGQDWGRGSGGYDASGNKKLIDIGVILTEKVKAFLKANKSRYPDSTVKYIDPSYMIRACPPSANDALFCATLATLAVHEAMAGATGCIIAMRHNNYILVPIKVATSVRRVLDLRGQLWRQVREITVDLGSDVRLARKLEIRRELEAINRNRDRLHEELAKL
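PFK 1.25 nM, F6P 0.5 mM, ATP 0.1 mM, 0.1 M TEA pH 8.0, 5 mM MgCl2, 0.01% Tween20, 0.1% BSA; 45 min RT. ADP-Glo readout. qHTS titration up to 57 uM; curves fitted, compounds curve-classed.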
Eya2 inh: blocks the phosphatase activity of human Eya2; O00167; Potency, µM (top dose mostly 76.9 µM), without a hit: at the top dose activity, negative = inhibition, actives largely listed as inhibitors; actives 0.006% (n = 330,000); recombinant Eya2, OMFP fluorescence dephosphorylation (OMFP is methylfluorescein phosphate); note: potency is the fitted concentration of half-maximal effect; % is set by controls: 0 for no effect and ±100 for the full control effect
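Eya2 (0.2 uM) preincubated 10 min at ambient with compound, then OMFP substrate added at 50 uM; 10 min reaction in 50 mM HEPES pH 7.5, 50 mM NaCl, 5 uM MgCl2, 0.05% BSA, 1 mM DTT. Fluorescence read at Ex 485/Em 525 nm.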
TSHR antagonist: human thyrotropin receptor antagonism. actives 0.2% (n = 330,000). P16473. AID 504810. activity change, negative = inhibition, % at 11.5 µM. TSHR-expressing cells, TSH-stimulated cAMP HTRF, 2 h; hits give low values;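 active = activity change below a set negative limit, meaning inhibition stronger than a set level, cut at about -70% in these data; inconclusive = activity change between two set negative limits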; note: % is set by controls: 0 for no effect and ±100 for the full control effect
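Antagonism was scored as loss of TSH-driven cAMP in TSHR cells, stimulated with 4nM TSH (EC80) for 2 hours at 37 deg C and detected by homogeneous HTRF competition immunoassay.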
ELG1 repair inh: ELG1-dependent DNA repair inhibition; actives 2.3% (n = 330,000); Potency, µM (titrated, usually from 46.1 µM), inactives show at the highest dose activity change, negative = inhibition, usual class: inhibitors; HEK293T ELG1-luciferase reporter, luminescence, 16 h; DNA damage induced by 5-fluorouridine; note: potency is the fitted concentration of half-maximal effect; % is set by controls: 0 for no effect and ±100 for the full control effect; nearly all actives have a fitted effect of over 55% in size
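5-Fluorouridine DNA damage + compound/DMSO, 2,000 cells/well, 16 h, 37 °C/5% CO2. ONE-Glo, 30 min RT, luminescence. Readout = decrease in reporter signal.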
uPA generation: inhibitors of cell surface uPA generation; actives 0.31% (n = 330,000); Potency, µM (series often up to 38.3 µM), inactives show top-dose activity change, negative = inhibition, hits mostly inhibitors; cell surface uPA generation assay, qHTS; active = well fitted inhibition curve with a large enough effect; inconclusive = small, poorly fitted or top-dose-only effect; inactive = no such curve, though single readings can be large or run the other way; tested in mouse RAW 264.7 cells; note: potency is the fitted concentration of half-maximal effect; % is set by controls: 0 for no effect and ±100 for the full control effect; nearly all actives have a fitted effect of over 55% in size
TCR act: T cell receptor activation | 330,000 tested, under 10 active | AID 504894 | primary human leukocytes, anti-CD3, IL-2 HTRF, 48 h | Potency, µM (doses to about 9.22 µM), for the others: top-dose activation of IL-2 secretion, usual class: activators; note: % of control where 0% means no effect
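Using a-CD3 beads without co-stimulation, primary human leukocytes were exposed to compounds for 48 hr. An HTRF IL-2 kit measured the cytokine, with europium-to-d2 energy transfer producing emission at 665nm upon 320nm excitation.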
PTAP TSG101 blk: blocks PTAP/TSG101 interaction to inhibit HIV-1 budding; AID 493005; Potency, µM (series often up to 115 µM), for the others: at the top dose activity change, negative = inhibition, usual class: inhibitors; 340,000 tested, under 10 active; Fluorescence polarization, FITC-PTAP peptide / Tsg101 binding; Q99816; active = well fitted inhibition curve with a large enough effect in the main read-out, with a control signal flat, not every such curve was filed as active; inconclusive = small, poorly fitted or top-dose-only effect, or effect the other way, or a change in a side signal; inactive = no such curve, though single readings can be large or run the other way; note: potency is the fitted concentration of half-maximal effect; % of control where 0% means no effect
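Fluorescence polarization binding of Tsg101 binding domain (10 uM final) to FITC-labeled PTAP peptide (50 nM final) in HEPES pH 7.5 buffer with NaCl, Tween 20, EDTA, TCEP. Compounds added before peptide; binding 20 min at RT.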
Chronic BCR inh: inhibitors of chronic active B-cell receptor signaling | ABC-DLBCL IkBa-CBG/CBR reporter, luminescence ratio, 4 h | Potency, µM (doses to about 46.1 µM), for the others: at the highest dose ratio change, negative = lower green/red ratio, actives largely listed as inhibitors | actives 0.05% (n = 340,000) | AID 493014; active = well fitted inhibition curve with a large enough effect in the signal ratio, with a control signal flat, not every such curve was filed as active; inconclusive = small, poorly fitted or top-dose-only effect, or effect the other way, or a change in a side signal; the % refers to the signal ratio;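 note: potency is the fitted concentration of half-maximal effect; plate controls were basal doxycycline-induced cells for no effect and cells given 10 µM MG132 for full effect; MG132 reads +100%, hits lower the ratio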
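Cell line TMD8 (human ABC DLBCL), stably expressing tet-inducible CBG68-IkBa fusion and CBR; IMDM/0.5% FBS; cpd up to 46 uM; dox induction, 4 h, 37C/5% CO2; dual luminescence; green/red ratio; MG132 control.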
Mito fusion yeast: blocks mitochondrial division or promotes mitochondrial fusion | actives 0.23% (n = 320,000) | Potency, µM (series often up to 46.1 µM), for inactives: at the highest dose growth rescue (activation), actives largely listed as activators | S. cerevisiae fusion-defective mutant growth rescue, CellTiterGlo 48 h;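 note: potency is the fitted concentration of half-maximal effect; % of control where 0% means no effect; nearly all actives have a fitted effect of over 45% in size; temperature-sensitive fusion mutants such as fzo1-1 at 37 °C on non-fermentable ethanol glycerol medium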
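Read-out: ATP-based luminescence (CellTiterGlo, 10 min ambient) reporting growth of fusion-defective ts yeast after 48 hours at 37C on glycerol/ethanol YPEG medium in the presence of compound.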
* hit, by the source's call; u = inconclusive; x = no result given; [ ] = remark or other dose. Unless noted, calls come from the whole dose curve; as a rule, active = well fitted curve in the direction sought with a large enough effect; inconclusive = small, poorly fitted or top-dose-only effect, or another doubt; inactive = no such curve, though single readings can be large; an effect the other way counts as inactive or inconclusive.

SMILES | USP2a block | B2AR arrestin | Tb PFK block | Eya2 inh | TSHR antagonist | ELG1 repair inh | uPA generation | TCR act | PTAP TSG101 blk | Chronic BCR inh | Mito fusion yeast
CCC(C)NC(=O)Cn1cc(S(=O)(=O)N2CCN(c3ccccc3F)CC2)c2ccccc2c1=O (configuration not stated) | 3% | -1.1% | 4% | 5% | -2 | u | 3% | 2% | -2% | 2% | -1%
CCC(C)C(NC(=O)c1ccccc1NC(=O)c1ccccc1)C(=O)N1CCOCC1 (configuration not stated) | -1% | -1.0% | -1% | -4% | 19 | -10% | 1% | 8%[46.1 µM] | -2% | 6% | 0%
COc1ccc(C(CNC(=O)CSc2ccc(Br)cc2)N2CCOCC2)cc1 (configuration not stated) | 0% | 0.1% | 0% | -13% | -3 | u | 0% | 1% | -9% | u | -6%
COC(OC)C1(C)C(C#N)=C(N)Oc2c1c(=O)oc1ccccc21 (configuration not stated) | 2% | 0.3% | -21% | -21% | -5 | -1% | 2% | 1% | -7% | -9% | 5%
CCOc1ccc(S(=O)(=O)NN=C(C)c2cccnc2)cc1 | 1% | -0.8% | 0% | 9% | 12 | -1% | -4% | -2% | 0% | 1% | x
Cc1occc1C(=O)N/N=C/c1c[nH]c2ccccc12 | 2% | -0.8% | 0% | -3% | -16 | u | x | -1% | -4% | u | 2%
CC(=O)c1c(C)[nH]c(C(=O)OCC(=O)c2c[nH]c3ccccc23)c1C | -8% | 0.4% | 0% | 2% | -21 | u | -6% | 13% | -3% | u | -2%
Cc1cnc(NC(=O)COc2ccc3c(c2)CCC3)s1 | 1% | -0.4% | 7% | -1% | 0 | u | 3% | 5% | 0% | 13% | -9%
O=C(NCCc1ccccc1)C1CCN(C(=O)c2sccc2-n2cccc2)CC1 | 2% | -0.3% | -4% | 14% | -2 | 5% | -13% | -4% | 0% | 10% | -10%
CC(C)[C@H](NC(=O)C1CCN(S(=O)(=O)c2ccccc2)CC1)C(=O)NCc1ccncc1 | 4% | -1.8% | -3% | -3% | 0 | 7% | -2% | -15% | -2% | 0% | 2%
CN(Cc1c(C(=O)N/N=C/c2cc(F)ccc2F)nnn1-c1nonc1N)C1CCCCC1 | 1% | -0.3% | 0% | 10% | 8 | u | 5% | 4% | -4% | 7% | -1%
Cc1nc(-c2cccc(NC(=O)COc3ccc(Cl)cc3)c2)cs1 | -1% | -0.2% | 4% | -11% | -12 | -1% | -19% | 6% | x | u | 3%
CCN(Cc1ccccc1)C(=O)CN1C(=O)c2ccccc2S1(=O)=O | 1% | -0.2% | 2% | 1% | 3 | 18% | -11% | 1% | -4% | -6% | 2%
O=C(NN1C(=O)C2C3c4ccccc4C(c4ccccc43)C2C1=O)c1ccc(Cl)cc1 (configuration not stated) | 0% | -0.8% | 2% | 1% | -1 | -2% | -9% | 10% | -2% | 0% | -1%
O=C(c1n[nH]c2c1CCCC2)n1ccnc1 | 1% | 0.2% | -5% | 9% | -4 | 4% | x | x | x | u | 3%
O=C(NN1C(=O)C2C3C=CC(C3)C2C1=O)c1ccccc1 (configuration not stated) | 2% | -0.2% | 3% | -1% | 3 | u | 2% | 4% | -1% | 1% | 4%
CCC(C)Nc1ccc(NC(C)CC)cc1 (configuration not stated) | -1% | 0.0% | 0% | -8% | 19 | u | u | 0% | -1% | u | -44%[inhibitor]
CC(=O)Oc1cccc(N2C(=O)C3CC=C(Cl)CC3C2=O)c1 (configuration not stated) | 0% | 0.2% | -8% | 5% | 1 | -1% | 1% | -3% | -6% | 0% | -2%
Cc1ccc(S(=O)(=O)N2CCN(C)CC2)c(C)c1N(C)S(=O)(=O)c1ccc(Cl)cc1 | 0% | 0.5% | 0% | 5% | -2 | -14% | -13% | -7% | -9% | u | 1%
COc1ccc2nc(NC(=O)C34CC5CC(CC(NC(C)=O)(C5)C3)C4)sc2c1 | 0% | -0.5% | 0% | 0% | -1 | u | -7% | -2% | 0% | -8% | -4%
N=c1occ(C(=O)c2cc(F)ccc2O)cc1C(=O)NC1CCCCC1 | 2% | -0.1% | -8% | -2% | -14 | -17% | -1% | -12% | 0% | u | -2%
CC1(C)CC(=O)C(C(C#Cc2ccccc2)C2=C(O)CC(C)(C)CC2=O)=C(O)C1 | -1% | -1.6% | 18% | -6% | 16 | 20% | -16% | 0% | 0% | u | 1%
CCCn1ccnc1SCC(=O)Nc1c(C)n(C)n(-c2ccccc2)c1=O | 2% | 0.0% | 2% | 11% | 0 | 15% | 2% | -1% | -1% | 3% | 2%
N/C(Cc1ccc(Cl)cc1Cl)=N\OC(=O)c1ccc(Br)o1 | 3% | -0.4% | 6% | -11% | -28 | 0% | 2% | -38% | 0% | u | -64%[inhibitor]
COCCOC(=O)c1c(C)oc2ccc(NS(=O)(=O)c3ccc(F)cc3)cc12 | 0% | -0.6% | -10% | -9% | 4 | u | 7% | 1% | -6% | -1% | 18%
Following part
SMILES | USP2a block | B2AR arrestin | Tb PFK block | Eya2 inh | TSHR antagonist | ELG1 repair inh | uPA generation | TCR act | PTAP TSG101 blk | Chronic BCR inh | Mito fusion yeast
CC(C)CC(=O)Nc1ccccc1N1CCOCC1 | 1% | -0.1% | -1% | -5% | 44 | 0% | -1% | -24% | -2% | 0% | -4%
CCOC(=O)N/N=C(/C)c1ccc([N+](=O)[O-])o1 | 4% | -0.1% | 2% | -4% | 7 | -12% | x | x | x | 2% | -6%
Oc1oc(-c2ccco2)nc1C=Nc1cccc(Cl)c1 | 4% | -0.4% | 2% | -2% | -12 | 6% | x | x | -4% | u | -6%
CCOc1cc(C=O)cc(Cl)c1OCC(N)=O | 0% | 0.3% | -6% | 16% | 31 | 7% | 3% | -1% | -3% | u | -5%
COc1ccc(NC(=O)Nc2ccc3c(c2)C(=O)N([C@H](C)CO)C[C@H](C)[C@@H](CN(C)S(=O)(=O)c2ccc(F)cc2)O3)cc1 | 7% | -0.3% | 0% | -14% | -1 | -24% | -10% | 4% | x | 8% | x
COc1cc(C2c3[nH]c4ccccc4c3C[C@H]3C(=O)N(CCO)CC(=O)N23)cc(OC)c1OC (some centres not stated) | 2% | 0.4% | 3% | 4% | -6 | -11% | -5% | -3% | 0% | -7% | 1%
CNc1ncc(C(=O)c2ccc(Br)cc2)s1 | -3% | -0.1% | 5% | 7% | -4 | u | -11% | -6% | -7% | -16% | -4%
Cc1ccc(S(=O)(=O)N2CCCC(CCC(=O)NCc3ccccc3F)C2)s1 (configuration not stated) | -1% | -0.4% | -3% | -8% | 10 | u | -17% | 5% | 1% | u | 7%
O=C1NC(=Nc2ccccc2)S/C1=C\c1cccnc1 | -1% | 0.4% | 2% | -1% | -6 | 17% | -12% | -14% | -2% | 2% | -3%
COc1ccccc1CCN1CCCC(CN(C)C(=O)c2ccco2)C1 (configuration not stated) | 5% | 0.0% | 3% | -19% | -11 | 1% | -9% | 14% | -1% | 0% | -4%
O=C(Nc1cccc(S(=O)(=O)NC2=NCCC2)c1)c1cc(Cl)ccc1[N+](=O)[O-] | -4% | 0.4% | 3% | 20% | -4 | u | 1% | -4% | 0% | 1% | -2%

Quoted at random: 3 entries already listed.
SMILES | USP2a block | B2AR arrestin | Tb PFK block | Eya2 inh | TSHR antagonist | ELG1 repair inh | uPA generation | TCR act | PTAP TSG101 blk | Chronic BCR inh | Mito fusion yeast
CCOC(=O)N/N=C(/C)c1ccc([N+](=O)[O-])o1 | 4% | -0.1% | 2% | -4% | 7 | -12% | x | x | x | 2% | -6%
O=C(Nc1cccc(S(=O)(=O)NC2=NCCC2)c1)c1cc(Cl)ccc1[N+](=O)[O-] | -4% | 0.4% | 3% | 20% | -4 | u | 1% | -4% | 0% | 1% | -2%
COc1cc(C2c3[nH]c4ccccc4c3C[C@H]3C(=O)N(CCO)CC(=O)N23)cc(OC)c1OC (some centres not stated) | 2% | 0.4% | 3% | 4% | -6 | -11% | -5% | -3% | 0% | -7% | 1%

Compounds as they come; any-hit rate near 3%.
